Vif-A3F inh: Vif-A3F binding inhibition; HeLa A3F-eYFP + Vif (tagged APOBEC3F with the HIV-1 protein that degrades it), YFP fluorescence increase; 390,000 tested, 0.2% active; AID 602313; Potency, µM (doses to about 46.1 µM), inactives show at the highest dose activity, negative = active; note: potency is the fitted concentration of half-maximal effect; % of control where 0% means no effect; nearly all actives have a fitted effect of over 65% in size
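Fluorescence increase (Ex 488/Em 500-530) after overnight compound treatment at 37 deg C flags inhibition of Vif-driven A3F-eYFP loss in stable HeLa A3F-eYFP/Vif cells seeded overnight beforehand.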
RGS4 inh: inhibitors of human regulator of G protein signaling 4 | P49798 | Transcreener GDP fluorescence polarization, RGS4-accelerated GTP hydrolysis | Potency, µM (top dose mostly 114 µM), for the others: at the highest dose activity change, negative = inhibition, actives largely listed as inhibitors | 390,000 tested, 0.039% active | AID 504845; note: potency is the fitted concentration of half-maximal effect; % is set by controls: 0 for no effect and ±100 for the full control effect; nearly all actives have a fitted effect of over 75% in size; some results filed as inactive show a strong effect at the top dose
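MLSMR compounds (23 nl, pin-transferred) preincubated 10 min at room temperature with a 500nM (2x) first reagent, then RGS4 at 900nM (2x) plus Transcreener GDP mix added; fluorescence polarization (620/688 nm) read before and after 90 min at 30 °C.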
Vif-APOBEC3G blk: Vif-A3G binding inhibition. Potency, µM (highest dose often 46.1 µM), without a hit: at the highest dose activity, negative = active, actives largely listed as inhibitors. 410,000 tested, 0.076% active. HeLa A3G-eYFP + Vif (tagged APOBEC3G with the HIV-1 protein that degrades it), YFP fluorescence, overnight. Q9HC16;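 note: potency is the fitted concentration of half-maximal effect; % is set by controls: 0 for no effect and ±100 for the full control effect; nearly all actives have a fitted effect of over 60% in size; hits raise eYFP signal because A3G escapes Vif-driven loss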
Target sequence (Q9HC16 whole entry, looked up): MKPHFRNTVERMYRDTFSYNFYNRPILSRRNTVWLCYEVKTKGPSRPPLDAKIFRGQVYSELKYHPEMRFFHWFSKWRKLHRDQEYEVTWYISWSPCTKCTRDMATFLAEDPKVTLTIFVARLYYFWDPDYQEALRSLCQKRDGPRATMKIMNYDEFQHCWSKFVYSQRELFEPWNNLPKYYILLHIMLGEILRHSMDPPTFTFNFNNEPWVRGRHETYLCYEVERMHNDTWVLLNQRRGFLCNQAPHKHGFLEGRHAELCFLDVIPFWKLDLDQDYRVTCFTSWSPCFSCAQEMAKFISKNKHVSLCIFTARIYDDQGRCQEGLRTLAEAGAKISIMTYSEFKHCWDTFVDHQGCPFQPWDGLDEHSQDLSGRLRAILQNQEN
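HeLa cells stably expressing Vif and C-terminally eYFP-tagged A3G, seeded overnight at 37 deg C, then exposed to compound by pintool overnight at 37 deg C. Rise in yellow fluorescence (Ex 488/Em 500-530, Acumen) marks blocked Vif-driven A3G degradation.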
ERG Ets-DNA blk: blocks human ERG Ets domain binding to DNA; P11308; fluorescence polarization, His-ERG Ets domain / labelled DNA; 370,000 tested, 0.028% active; Potency, µM (doses to about 76.9 µM), for the others: at the highest dose FP activity, negative = inhibition, actives largely listed as inhibitors; active = well fitted inhibition curve with a large enough effect in the polarisation, with a control signal flat; inconclusive = small, poorly fitted or top-dose-only effect, or effect the other way, or a change in a side signal; inactive = no such curve, though single readings can be large or run the other way; the % refers to the polarisation;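 note: polarization taken with two DNA probes labelled with fluorescein and Texas red; potency is the fitted concentration of half-maximal effect; % of control where 0% means no effect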
Target sequence (P11308 whole entry, looked up, the tested form may be a part): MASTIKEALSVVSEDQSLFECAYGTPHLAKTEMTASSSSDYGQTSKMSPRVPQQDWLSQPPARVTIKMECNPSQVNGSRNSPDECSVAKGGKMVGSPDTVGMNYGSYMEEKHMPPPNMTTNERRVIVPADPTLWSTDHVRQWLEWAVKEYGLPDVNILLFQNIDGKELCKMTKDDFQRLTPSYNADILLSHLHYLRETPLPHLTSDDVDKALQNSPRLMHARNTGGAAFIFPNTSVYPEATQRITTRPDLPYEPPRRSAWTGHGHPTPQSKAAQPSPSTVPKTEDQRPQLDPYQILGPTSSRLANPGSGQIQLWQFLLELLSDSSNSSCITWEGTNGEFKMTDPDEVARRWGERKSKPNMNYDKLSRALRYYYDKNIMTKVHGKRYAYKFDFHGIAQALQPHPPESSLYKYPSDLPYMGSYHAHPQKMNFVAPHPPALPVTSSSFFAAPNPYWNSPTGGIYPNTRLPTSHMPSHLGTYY
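His-tagged ERG Ets domain (1 uM in the protein solution; 300mM KCl, 50mM Tris-HCl, 1mM EDTA, 1mM DTT, pH 7.5) received compound, then a probe mix of 5 nM fluorescein-DNA and 100nM Texas-615-DNA. Fluorescence polarization was read for both dyes.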
D2 agonist: D2 dopamine receptor (human) agonism | HEK293 T-REx D2 cells, calcium flux agonist mode | 340,000 tested, 0.53% active | AID 485358 | P14416 | activation, % at 2 µM;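 active = activation over 3 SD above normal in the single-dose calcium agonist read, cut at about 30% in these data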; note: 0% is about no effect
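Tetracycline-induced HEK293 T-REx cells with force-coupled D2 receptor, plated overnight at 30 C, loaded with no-wash calcium dye. After a 10 s baseline, compound was pin-added and calcium flux read kinetically for 180 s; calcium rises flagged agonists.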
D2 antag: antagonists of human D2 dopamine receptor. inhibition, % at 10 µM. 340,000 tested, 2% active. P14416. HEK293 TREx D2 cells, calcium flux, dopamine EC80; in the data active = inhibition above about 30%; note: 0% is about no effect
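Inhibition of EC80 dopamine-driven calcium flux, recorded kinetically, defines activity here; cells are a tetracycline-induced HEK293 T-REx line expressing force-coupled D2.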
LDHA inh: blocks human lactate dehydrogenase A; activity change, % (values are at about 110 or 230 µM); purified LDHA, NADH/diaphorase-resazurin fluorescence; active compounds read low; 480,000 tested, 0.15% active; in the data active = activity change below about -30%; inconclusive = mostly about -25% to -30%;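 note: plate controls were DMSO wells for no effect and wells without enzyme for full effect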
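Enzyme activity of human lactate dehydrogenase 5 (2 nM; 0.06 mM NADH, 0.2 mM pyruvate, 5 min, RT) is measured via a resazurin/diaphorase fluorescence readout of residual NADH.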
ALOX12 inh: ALOX12 (human) lipoxygenase inhibition; purified 12hLO, xylenol orange hydroperoxide absorbance; Potency, µM (doses to about 108 µM), for the others: at the top dose activity change, negative = inhibition, most hits filed as inhibitors; 580,000 tested, 1.1% active; AID 1671190; note: potency is the fitted concentration of half-maximal effect; % is set by controls: 0 for no effect and ±100 for the full control effect
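Purified human 12hLO at 150 nM in 25 mM Hepes, 0.01% Triton X-100, pH 7.0, preincubated 15 min at room temperature with compound. Reaction started with 40 uM arachidonic acid, 30 min at room temperature. Hydroperoxide measured by Fe-xylenol orange, 573/405 nm absorbance ratio.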
GRP78 ERSR act: ER stress response induction in glioma | U87-MG GRP78 promoter luciferase reporter, 16 h | Potency, µM, without a hit: top-dose activation, actives largely listed as activators | 420,000 tested, 0.02% active; note: potency is the fitted concentration of half-maximal effect; series mostly up to about 76 µM; % of control where 0% means no effect; nearly all actives have a fitted effect of over 35% in size
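Stably transfected U87-MG human glioma cells carrying a GRP78-based luminescent sensor were seeded at 1000 cells/well, pin-dosed with compounds and incubated 16 h. Luciferase reagent was then added, and end-point luminescence was read after 10 min at room temperature.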
The depositor's hits bear a star; ? = inconclusive; / = no result given; & = joins results of further samples; [ ] = dose if it differs, or a comment. Unless noted, calls come from the whole dose curve; as a rule, active = well fitted curve in the direction sought with a large enough effect; inconclusive = small, poorly fitted or top-dose-only effect, or another doubt; inactive = no such curve, though single readings can be large; an effect the other way counts as inactive or inconclusive. The list is partial; count on the stated rates, not on these rows.

no.	canonical_smiles	Vif-A3F inh	RGS4 inh	Vif-APOBEC3G blk	ERG Ets-DNA blk	D2 agonist	D2 antag	LDHA inh	ALOX12 inh	GRP78 ERSR act
1	CN(CCOc1ccc(-c2ccn(S(=O)(=O)c3ccc(Cl)cc3)n2)cc1)c1ccccn1	3.0%	11.4%	-1.1%	-14.3%	1.0	18.1	-9.8	0.0%	-2.9%
2	CCON1C(=O)C2(CCCCC2)C(=O)C12C=CCCC2 (stereo not drawn)	13.2%	25.2%	-0.9%	2.2%	/	/	-4.0	-21.7%	-2.7%
3	CCOc1cc(/C=C/c2nc3ccccc3c(=O)[nH]2)ccc1O	0.6%	-15.8%	-26.1%	-1.4%	1.3	28.6	-1.3	-22.5%	-1.5%
4	COc1ccc(N2CC(NC(=O)C(=O)c3c[nH]c4ccccc34)CC2=O)cc1 (stereo not drawn)	-3.6%	-6.7%	-4.1%	-12.5%	-0.2	/	-3.3	-10.1%	-4.7%
5	Cc1c(C(=O)N2CCCc3ccccc32)oc2ccc(S(=O)(=O)N3CCOCC3)cc12	-13.5%	-26.3%	1.7%	4.2%	0.5	5.9	-0.9	4.4%	3.5%
6	Cc1ccc(S(=O)(=O)N2CCN(Cc3csc(C)n3)CC2)cc1	-8.4%	3.3%	-1.4%	5.4%	/	/	-5.1&5.2	484.2%&-17.6%[activator]	-1.8%
7	CC(Sc1nnc(Cc2cccs2)n1C1CC1)C(=O)NC1CCS(=O)(=O)C1 (stereo not drawn)	-9.6%	20.1%	1.5%	6.1%	0.4	7.6	-7.9	1.8%	-10.6%
8	CCOC(=O)C1(C)CCCCCN1C(=O)c1snnc1C (stereo not drawn)	/	/	-0.3%	/	/	/	1.0	-20.6%	-0.3%
9	Cc1ccc(OCC(=O)Nc2ccc(S(=O)(=O)N3CCOCC3)cc2)c([N+](=O)[O-])n1	0.5%	-25.8%	0.1%	1.3%	0.6	4.3	-1.4	-4.5%	-4.9%
10	CCC1CCc2c(sc(NC(=O)C3c4ccccc4Oc4ccccc43)c2C(N)=O)C1 (stereo not drawn)	-0.4%	-15.0%	-0.1%	/	1.0	0.7	1.1	-5.9%	-5.1%
11	Cc1ccc(NC(=O)CSc2nnc(CNC(=O)c3ccco3)o2)cc1	-1.0%	9.2%[11.4 µM]	2.0%	-7.7%	7.4	-1.3	1.0	-1.2%	-3.8%
12	CC1CCN(CC(O)COc2ccc(F)cc2)CC1 (stereo not drawn)	-6.5%	-0.2%	3.3%	9.0%	0.4	26.7	0.7	-1.7%	-3.5%
13	O=C(NCc1ccncc1)c1cccc(S(=O)(=O)Nc2ccc(F)cc2)c1	-2.9%	-8.8%	-4.8%	28.8%	0.5	24.5	-2.4	2.8%	-5.3%
14	CN(C)C(C)(C)C#CCC(c1ccccc1)c1ccccc1	-1.5%	-8.4%	0.3%	0.2%	0.7	-10.1	-0.8	-12.0%	-5.9%
15	COc1ccc(C(=O)NCC(c2cccnc2)N2CCc3ccccc32)cc1OC (stereo not drawn)	0.2%	-1.0%	1.1%	5.9%	-0.9	/	-6.3	1.6%	-2.8%
16	CSc1nnc(CNS(=O)(=O)c2ccc(Cl)cc2)n1C	-13.3%	17.3%	0.5%	-6.1%	0.2	3.0	-5.8	2.6%	-2.8%
17	O=C(O)CCNC(=O)/C(=C/c1ccco1)NC(=O)c1ccco1	-20.9%	-20.6%	8.8%	-12.1%	0.8	14.4	3.4	-11.9%	-3.2%
18	Cc1ccc(C(=O)Nc2ccncc2)c(Cl)c1	0.0%	-1.0%	0.1%	-8.0%	0.0	3.9	-3.9	13.4%	-1.3%
19	CCOC(=O)C1CCN(C(=O)C(CC)c2ccccc2)CC1 (stereo not drawn)	?	11.1%	2.3%	-3.2%	0.6	-6.6	-2.8	-0.9%	0.2%
20	CN1C(=O)C(CC(=O)NC2CCCCC2)SC1=Nc1ccccc1 (stereo not drawn)	-8.5%	?	-0.3%	-4.4%	-0.4	-3.3	-0.6	-9.5%	-0.7%
21	O=c1oc2cc(O)ccc2c2oc3cc(O)ccc3c12	-1.8%	-24.4%	-2.0%&1.5%	9.2%	/	/	-18.9	-9.4%	4.3%&-1.1%
22	COc1ccc(OC)c(C(=O)NC(CC(N)=O)c2ccc(NC(C)C)c([N+](=O)[O-])c2)c1 (stereo not drawn)	4.8%	7.4%	-5.0%	9.3%	-0.3	7.0	-2.1	2.8%	-4.5%
23	CCc1cc2c(=O)n(CC(=O)NCCc3ccc(OC)c(OC)c3)cnc2s1	5.2%	0.3%	-1.1%	1.5%	1.4	-14.9	-4.3	-1.6%	0.4%
24	COc1ccccc1Oc1coc2cc(OCC(N)=O)ccc2c1=O	3.6%	-2.7%	0.8%	-7.1%	0.2	7.5	-4.1	9.9%	-1.4%
25	CCOc1cc(CNc2ccc(N3CCCC3)cc2)cc(Cl)c1OC	3.6%	?	?	15.8%	-1.4	-1.3	18.1	?	0.7%
26	CC(=O)Nc1ccc(S(=O)(=O)N(C)CC(=O)OC(C)C(=O)N(C)C2CCCCC2)cc1 (stereo not drawn)	-18.6%	-3.7%	0.2%	15.7%	1.1	7.5	0.3	22.4%	-5.4%
27	CN(C)Cc1c(C#N)c2ccccc2n1C	-11.9%	4.7%	0.4%	-1.9%	-0.5	7.0	-6.2	0.1%	-4.4%
28	CCNc1nc(CC)nc2c1oc1ccccc12	-17.9%	-14.8%	2.5%	-9.3%	2.3	26.2	-3.0	-13.1%	-2.9%
29	FC(F)(F)c1ccc(Cl)c(-n2c(-c3cc(C4CC4)[nH]n3)n[nH]c2=S)c1	-8.0%	-7.4%	-0.6%	-0.6%	0.9	0.2	-5.4	?	-2.7%
30	CC(C)CCNC(=O)c1cc(-c2ccco2)nc2ccccc12	3.3%	15.0%	-4.0%	-11.0%	1.2	12.2	-6.7&-13.8	?	-1.4%
31	C=C(CN(C)C)C(=O)c1ccc(OC2OC(COC(C)=O)C(OC(C)=O)C(OC(C)=O)C2OC(C)=O)cc1 (stereo not drawn)	5.2%	?	-25.7%	10.5%	/	/	-9.0	?	-13.9%
32	O=C(O)CCn1c(=O)[nH]c2ccccc2c1=O	2.7%	15.4%	-3.3%	-2.7%	-0.1	-1.1	-4.7	?	-3.3%
33	O=S(=O)(Nc1nnc(C(F)(F)F)s1)c1ccc(Cl)cc1	-10.3%	-11.8%	2.2%	-0.9%	0.6	1.2	-14.6	13.8%	0.5%
34	Cc1cccc(N(C(=O)CCC(=O)Nc2ccccn2)C(C(=O)NC(C)C)c2ccc(O)cc2)c1 (stereo not drawn)	3.2%	-8.9%	-8.3%	6.4%	2.3	1.0	-1.7	0.0%	2.4%
35	CN(CC(=O)Nc1cccc(Cl)c1)S(=O)(=O)/C=C/c1ccccc1	0.9%	/	-5.6%	/	/	/	-15.9	-22.8%	0.7%
36	C=CCn1c(SCC(=O)NC2CCCC2)nnc1-c1ccccn1	-6.0%	0.9%	0.2%	18.7%	0.3	-4.9	-6.2	9.4%	-3.9%
37	COc1cc2ccccc2cc1C(=O)Nc1ccc2oc(-c3ccc(F)cc3)nc2c1	-9.1%	-16.4%	0.1%	-2.3%	0.7	/	2.7	-9.7%	-0.4%
38	CCOC(=O)CSc1nc2ccc(NC(=O)c3ccccc3)cc2s1	-2.0%	10.2%	-0.1%	2.0%	-1.6	/	-2.5	-11.2%	-6.7%
39	C[C@H]1CCCCO[C@H](CN(C)Cc2ccc(C(=O)O)cc2)[C@@H](C)CN([C@@H](C)CO)C(=O)c2cc(NS(=O)(=O)c3cn(C)cn3)ccc2O1	-2.2%	/	-1.3%	/	/	/	-9.5	0.0%	-0.4%
40	CCCCn1c(SCC(=O)c2ccccc2)nc2c1c(=O)[nH]c(=O)n2C	4.0%	-10.2%	-6.5%	-6.3%	/	/	-7.2&-11.0	?	-3.8%
41	COc1cccc(/C=N/NC(=O)c2cnccn2)c1OC	3.3%	-19.5%	-4.2%	-0.1%	0.1	-0.1	-3.6	-19.6%	-2.0%
42	COc1ccccc1N1CCN(C(=O)c2c(-c3ccccc3Cl)noc2C)CC1	-3.9%	9.7%	-25.1%	0.5%	0.5	-0.5	1.3	0.3%	-3.0%
43	N#Cc1c(F)cccc1NCc1cccs1	10.1%	8.8%	1.1%	-12.4%	0.2	-6.9	-6.7	-6.0%	-0.7%
44	COc1ccccc1NC(=O)c1nnn(-c2ccc(F)cc2)c1C	2.5%	-17.9%	0.0%	-13.5%	-0.2	/	1.4	-12.4%	-0.3%
45	Nc1nc(-c2ccccc2)cc(-c2ccccc2)n1	-11.0%	1.5%	-1.6%	-3.2%	-0.7	-16.0	-2.5	6.0%	2.9%

Compound activity as filed in PubChem.
